Screening data (PubChem BioAssay)
LYP phosphatase – inhibitors of LYP phosphatase, biochemical, fluorescence intensity, uHTS (AID 1779) | recombinant LYP phosphatase, fluorescence intensity; higher % means a stronger effect | inhibition, % at 11.5 µM, or IC50 in µM where a hit was titrated | 290,000 compounds, 0.054% hits; in the data active = inhibition above about 50%;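 also: plate controls were vehicle with enzyme for no effect and no enzyme for full effect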
AID2073 – inhibitors of Mint1-CaV2.2 protein interaction, biochemical, HTRF (AID 2073); 290,000 compounds, 0.19% hits; HTRF protein-protein interaction, Mint1-CaV2.2; higher % means a stronger effect; one-dose inhibition, % at 20 µM; IC50 in µM for titrated hits; in the data active = inhibition mostly above about 51%, no sharp cut-off; inconclusive = no clear call, values can overlap the other calls; inactive = mostly below about 53%; also: some results filed as inactive read as strong as hits
Dengue-2 NS5 capping – Dengue-2 NS5 methyltransferase inhibitors, primary screen, biochemical, confirmation dose response (AID 588689). Dengue-2 NS5 methyltransferase capping enzyme assay, biochemical; higher % means a stronger effect. inhibition, % at 25 µM; hits with a dose series show IC50 in µM. 340,000 compounds, 0.3% hits; in the data active = a potency from the dose series; inconclusive = inhibition above about 29% without an active follow-up result
HIV peptide binding – inhibitors of HIV fusion peptide binding, primary screen, biochemical, uHTS, fluorescence dequenching (AID 1986). cell-free peptide binding, fluorescence dequenching, 30 min; higher % means a stronger effect. one-dose inhibition, % at 20 µM; IC50 in µM for titrated hits. 290,000 compounds, 0.3% hits; in the data active = inhibition mostly above about 52%, no sharp cut-off; inactive = mostly below about 76%; also: some results filed as inactive read as strong as hits
SIAH1 antagonists – Siah-1 peptide-binding antagonists, primary screen, biochemical, fluorescence polarization, rhodamine-plectin, uHTS (AID 1817); one-dose displacement, % at 20 µM; IC50 in µM for titrated hits; Siah-1 / rhodamine-plectin peptide fluorescence polarization; higher % means a stronger effect; 290,000 compounds, 0.02% hits;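 active = displacement of at least 50% at 20 µM, with a fluorescence ratio check between 0.3 and a set limit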;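 also: plate controls were Siah plus tracer with DMSO for no effect and tracer alone without Siah for full effect; strong numbers were not always called active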
SV40 large T antigen – TAg ATPase/helicase activity blockers – biochemical (AID 1903) | SV40 large T antigen ATPase/helicase inhibition assay; higher % means a stronger effect | one-dose inhibition, % at 20 µM; IC50 in µM for titrated hits | 310,000 compounds, 0.39% hits; in the data active = a potency from the dose series; inconclusive = inhibition mostly from about 32% at the one dose, without a potency; inactive = the rest, 99 in 100 with inhibition below about 32%; also: strong numbers were not always called active
RSV antiviral HEp-2 – RSV antiviral activity via CPE protection, HEp-2 cells, primary 10 µM value included (AID 2391); CPE inhibition, % at 10 µM, or IC50 in µM where a hit was titrated; 310,000 compounds, 0.13% hits; HEp-2 cells, RSV-induced CPE inhibition; higher % means a stronger effect; in the data active = a potency from the dose series; inconclusive = CPE inhibition mostly from about 23% at the one dose, without a potency; inactive = the rest, 99 in 100 with CPE inhibition below about 21%; also: strong numbers were not always called active
Rac1 GTP hydrolysis – MgcRacGAP GTPase-activating activity inhibitors, confirmation, biochemical, ADP Hunter fluorescence; MgcRacGAP-stimulated Rac1 GTP hydrolysis, ADP Hunter fluorescence; higher % means a stronger effect; GST-tagged Rac1 F28L mutant substrate; 340,000 compounds, 0.6% hits; AID 624330; one-dose inhibition, % at 30 µM; IC50 in µM for titrated hits;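 active = first-screen hits whose inhibition reached a set limit at any dose in the follow-up dose series; inconclusive = inhibition above the set first-screen limit but never retested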;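 also: fluorescence reports GDP produced by GAP-driven GTP hydrolysis; strong numbers were not always called active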
XIAP displacement – small molecules displacing peptide from XIAP – biochemical, IAP family, fluorescence polarization (AID 1018); 200,000 compounds, 0.007% hits; XIAP BIR domain, fluorescence polarization peptide displacement; higher % means a stronger effect; displacement, % at 20 µM; hits with a dose series show IC50 in µM; in the data active = displacement above about 50%; also: a part of the inactive calls stands beside numbers as strong as those of hits
Dengue-2 NS5 capping pilot replicate – second read-out of Dengue-2 NS5 capping, no call of its own (marks repeat the call); inhibition, %; measured here: pilot screen replicate inhibition
* marks the source's active call; other numbers are inactive results; ? = inconclusive; / = no result given.

SMILES | LYP phosphatase | AID2073 | Dengue-2 NS5 capping | HIV peptide binding | SIAH1 antagonists | SV40 large T antigen | RSV antiviral HEp-2 | Rac1 GTP hydrolysis | XIAP displacement | others
COc1ccccc1N(C(=O)c1snc(C(N)=O)c1N)C(C(=O)NC1CCCC1)c1ccco1 (configuration not stated) | -12% | 16% | 1% | 2.1% | -2% | -2% | 5.3% | 11% | 1.0%
CCOC(=O)C1CCN(C(=O)c2sc3nc(-c4ccc(F)cc4)cn3c2C)CC1 | 2% | -11% | -4% | -1.4% | 2% | 3% | 6.0% | 5% | 0.4%
FC(F)(F)c1cccc(-c2ccn3ncnc3n2)c1 | -3% | 23% | 1% | 0.2% | 0% | 11% | 55% | 13% | -7.7%
O=C(NCCC1=CCCCC1)C1CCN(S(=O)(=O)N2CCOCC2)CC1 | -2% | -1% | 3% | 9.0% | -1% | 19% | 0.2% | 7% | -3.5%
Cc1ccc(C)c(N2CCN(c3ccc([N+](=O)[O-])cn3)CC2)c1 | 0% | 10% | -7% | -1.3% | 14% | 9% | 1.3% | / | /
CCC(C)NC(=O)C1CCN(S(=O)(=O)c2ccc(-n3cnnn3)cc2)CC1 (configuration not stated) | 0% | -7% | -2% | 0.4% | 1% | 12% | 0.7% | 6% | /
N#Cc1nc(Cc2ccccc2)oc1N1CCN(c2cccc(Cl)c2)CC1 | 9% | 11% | -6% | 6.5% | 2% | / | 1.9% | -11% | 2.6%
O=C(c1ccccc1F)N1CCN(c2ccc([N+](=O)[O-])cc2-n2cccc2)CC1 | 2% | -16% | 2% | -1.5% | 1% | 13% | / | 14% | /
O=C1C2CCCN2C(c2cccs2)N1c1ccc(Cl)cc1 (configuration not stated) | -7% | 9% | 3% | -4.6% | 0% | 2% | 1.4% | 1% | -6.5%
O=C(COC(=O)c1cc(-c2ccncc2)nc2ccccc12)Nc1ccc2c(c1)OCO2 | 13% | 28% | / | 34% | 30% | 4% | 0.3% | / | -6.0%
COc1ccc(C(=O)Nc2ccccc2C(=O)NC(Cc2c[nH]c3ccccc23)C(=O)O)cc1 (configuration not stated) | -6% | 16% | / | 19% | 4% | 7% | -0.2% | / | -1.7%
CCN(CC)CCNS(=O)(=O)c1ccc(OC)c(Br)c1 | -11% | -3% | 5% | -1.8% | 4% | 13% | 0.8% | 6% | -6.5%
CCN(C(=O)c1cc(Cl)ccc1OC)c1ccccc1C | -6% | 4% | 3% | -1.3% | -1% | 12% | 9.3% | 8% | -0.4%
CCCn1nnnc1SCC(=O)NCc1ccc2c(c1)OCO2 | 2% | 16% | 6% | 0.4% | 2% | 3% | -0.9% | 9% | -1.5%
COc1ccc(C(=O)NCC(=O)Nc2ccccc2)cc1OC | 2% | 0% | -5% | 0.2% | -6% | 18% | 5.5% | 11% | -7.0%

For convenience, part of the list above.
SMILES | LYP phosphatase | AID2073 | Dengue-2 NS5 capping | HIV peptide binding | SIAH1 antagonists | SV40 large T antigen | RSV antiviral HEp-2 | Rac1 GTP hydrolysis | XIAP displacement | others
COc1ccccc1N(C(=O)c1snc(C(N)=O)c1N)C(C(=O)NC1CCCC1)c1ccco1 (configuration not stated) | -12% | 16% | 1% | 2.1% | -2% | -2% | 5.3% | 11% | 1.0%
CCOC(=O)C1CCN(C(=O)c2sc3nc(-c4ccc(F)cc4)cn3c2C)CC1 | 2% | -11% | -4% | -1.4% | 2% | 3% | 6.0% | 5% | 0.4%

Returning to the listing; the 4 compounds before the break are reprinted first.
SMILES | LYP phosphatase | AID2073 | Dengue-2 NS5 capping | HIV peptide binding | SIAH1 antagonists | SV40 large T antigen | RSV antiviral HEp-2 | Rac1 GTP hydrolysis | XIAP displacement | others
CCN(CC)CCNS(=O)(=O)c1ccc(OC)c(Br)c1 | -11% | -3% | 5% | -1.8% | 4% | 13% | 0.8% | 6% | -6.5%
CCN(C(=O)c1cc(Cl)ccc1OC)c1ccccc1C | -6% | 4% | 3% | -1.3% | -1% | 12% | 9.3% | 8% | -0.4%
CCCn1nnnc1SCC(=O)NCc1ccc2c(c1)OCO2 | 2% | 16% | 6% | 0.4% | 2% | 3% | -0.9% | 9% | -1.5%
COc1ccc(C(=O)NCC(=O)Nc2ccccc2)cc1OC | 2% | 0% | -5% | 0.2% | -6% | 18% | 5.5% | 11% | -7.0%
COc1ccc(N2CCN(S(=O)(=O)c3ccc4oc(=O)ccc4c3)CC2)cc1 | -6% | 3% | 1% | -1.0% | -6% | 7% | 1.7% | 9% | /
COc1ccccc1/C=C/C(=O)N1CCc2cc(OC)c(OC)cc2C1C (configuration not stated) | 0% | 7% | 3% | 1.3% | 0% | 26% | 18µM* | 3% | /
COc1ccc(-n2c(=S)[nH]c3cc(C(=O)Nc4ccccc4OC)ccc3c2=O)c(OC)c1 | 9% | -16% | 2% | -1.8% | -4% | 10% | ? | 4% | /
COc1ccc(C(=O)c2ccccc2Cl)cc1 | -10% | 13% | -3% | -0.1% | 4% | -2% | 2.6% | 0% | -5.4%
COc1c(O)cccc1-c1nnn(CCC(=O)OCC(=O)c2ccccc2)n1 | 0% | -10% | 5% | 1.4% | -4% | 2% | -2.3% | 1% | -2.6%
Cc1cc(S(=O)(=O)N2CCN=C2c2ccccc2)c(Cl)cc1Cl | -2% | 2% | 0% | 3.3% | 8% | 14% | 6.2% | 1% | -4.5%
Cn1cc(C(=O)N2CCN(C(=O)c3ccco3)CC2)c2c3ccccc3n(C)c2c1=O | -1% | -1% | 1% | 25% | 5% | 10% | 0.0% | 4% | -0.4%
O=C(Nc1cccc2ccccc12)N1CC=CCC1 | -7% | -39% | 8% | 1.1% | 4% | 6% | 0.9% | 8% | -6.3%
CNC(=S)N(CCc1c(C)[nH]c2ccc(C)cc12)Cc1ccc(OC)c(OC)c1 | 4% | -15% | 1% | -0.5% | -7% | 15% | 12% | 5% | -5.6%
CCN(CC(=O)Nc1ccc(C)c(S(=O)(=O)N2CCOCC2)c1)Cc1ccccc1 | / | / | 0% | / | / | 6% | 0.0% | 3% | /
CCNC(=O)COC(=O)c1ccc(-n2nc(C)cc2C)cc1 | -9% | 6% | -7% | 1.0% | 19% | 24% | 1.5% | 11% | -1.3%
CC(=O)c1cccc(CN2CCCC(CCC(=O)NCc3ccc(C)o3)C2)c1 (configuration not stated) | -7% | 2% | -6% | -0.9% | -7% | 5% | -1.4% | 2% | -13%
Cc1cc(N=Cc2c(O)ccc3ccccc23)no1 | -10% | -12% | 0% | -2.4% | -4% | 5% | 7.9% | 7% | -1.9%
Cc1ccc(S(=O)(=O)/N=C(\N)Nc2nc(C)c3cc(C)ccc3n2)cc1 | -4% | 1% | -9% | -0.8% | 4% | 8% | 4.5% | 7% | -0.7%
O=C(COc1ccccc1)Nc1nccs1 | -6% | 2% | -4% | -1.4% | -1% | 21% | 1.5% | 6% | -13%
O=C(Nc1nccs1)c1ncc(Cl)c(Cl)c1Cl | -4% | 0% | -3% | 0.7% | 3% | 9% | 2.2% | 13% | /
O=C(CSc1nc2ccccc2c(=O)n1-c1ccc(F)cc1)Nc1ccc2c(c1)CCC2 | -3% | 47% | -7% | -0.4% | 3% | 2% | 8.3% | 10% | -7.1%
CCCCN(CCCC)c1nc(OC)nc(-n2nnc(C(C)=O)c2C)n1 | -2% | -2% | -6% | -3.4% | 5% | 18% | -2.0% | 18% | -2.9%
Cc1ccc(S(=O)(=O)Nc2ncc(C(F)(F)F)cc2Cl)cc1 | 3% | 10% | -3% | 6.3% | 0% | 4% | 2.8% | 14% | -6.5%
CCOc1ccc2oc(C(=O)N3CCN(c4ccccn4)CC3)c(C)c2c1 | 4% | 15% | 2% | 1.1% | 1% | 9% | 12% | 1% | /
CCOC(=O)N1CCN(C(=O)CSCc2nc(-c3ccccc3F)oc2C)CC1 | -2% | -9% | -3% | -2.0% | 1% | 6% | ? | 3% | -5.0% | Dengue-2 NS5 capping pilot replicate=-7.6
NC(Cc1ccc(O)c([N+](=O)[O-])c1)C(=O)O (configuration not stated) | -11% | 12% | 1% | -2.7% | -3% | 10% | -0.3% | -3% | -6.0%
CCn1c(CCC(=O)N(C)CC(=O)Nc2cccc(F)c2)nc2cc(S(=O)(=O)N(C)C)ccc21 | / | / | 0% | / | / | 21% | -0.3% | 6% | /
CN1CCN(c2ccncc2S(=O)(=O)N2CCCCC2)CC1 | -13% | 9% | 1% | -1.6% | -2% | 9% | 0.4% | -1% | /
Cc1nnc(SCCn2c(N3CCN(C)CC3)nc3c2c(=O)n(C)c(=O)n3C)s1 | -9% | 5% | -5% | 2.8% | 4% | -1% | -0.1% | 0% | -7.8% | Dengue-2 NS5 capping pilot replicate=-4.9
CC1(C)CC(=O)C(C(=O)CCCCC(=O)C2C(=O)CC(C)(C)CC2=O)C(=O)C1 | 3% | 2% | 4% | 0.0% | 1% | / | 0.3% | 3% | -13%
O=C(Nc1ccccc1Cl)NC1(C(=O)N2CCCCC2)CCCCC1 | -5% | 1% | -4% | -1.7% | -2% | 7% | 0.8% | 12% | -9.1%
CCCN(Cc1nnc(-c2ccccc2Cl)o1)C(=O)c1ccc(C)c(S(=O)(=O)N2CCOCC2)c1 | / | / | -2% | / | / | 6% | -0.4% | 5% | /
Cc1nnc(NC(=O)Nc2ccc(Cl)c(Cl)c2)s1 | 5% | 21% | -19% | -0.2% | -1% | 1% | 5.6% | 0% | -0.2%
CC(C)c1ccc(Nc2nc(NCc3ccco3)nc(N3CCOCC3)n2)cc1 | -2% | 3% | / | -0.4% | 0% | -6% | 17% | 3% | -2.9%
Cn1c(N)c(S(=O)(=O)N2CCN(c3cccc(Cl)c3)CC2)c(=O)n(C)c1=O | -5% | 15% | -2% | -0.6% | 1% | 2% | 1.4% | -3% | /
CN1CCc2c(sc(NC(=O)Cc3ccccc3)c2C#N)C1 | -5% | -26% | -2% | 0.0% | 5% | 5% | 0.8% | 12% | /
O=C(Nc1c(Cl)cc(Cl)cc1C(=O)NCC1CCCO1)c1ccco1 (configuration not stated) | -8% | -2% | -3% | 1.4% | 0% | 13% | 1.0% | -2% | -4.0%

This is a random part of the collection (roughly 1.7% active in at least one column).
